Screening data from PubChem BioAssay.
M18AAP inhibitor – PfM18AAP enzyme inhibition; recombinant PfM18AAP, H-Glu-NHMec fluorogenic cleavage; inhibition, % at 7.35 µM; 290,000 tested, 1.2% active;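 active means inhibition above the campaign mean inhibition over all tested compounds plus 3 SD, cut at about 28% in these data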;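 further: 0% = plate median of test compound wells and 100% = 2 mM ZnCl2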
NALP1 yeast inh – inhibitors of NALP1 inflammasome in yeast. S. cerevisiae NALP1/ASC/caspase-1 growth, X-gal OD620, 72 h. inhibition, % at 10 µM. 280,000 tested, 0.61% active; in the data active means inhibition mostly above about 24%, no sharp cut-off; inactive means mostly below about 32%; further: some compounds called inactive have numbers as strong as hits
MEKK2mut PB1 HTS – signal of MEK5 binding to mutant human MEKK2 PB1 domain | bead flow cytometry, Alexa488-MEK5 binding to MEKK2 mutant | percent response, % at 10 µM | 290,000 tested, 0.35% active; in the data active means percent response above about 24%, passing the limit was not always enough; further: inactives centre near 1; some results filed as inactive read as strong as hits
MEKK2 WT-MEK5 – raises or lowers MEK5 binding to wildtype human MEKK2 PB1 domain; bead flow cytometry, Alexa488-MEK5 binding to MEKK2 WT; actives lie on both sides; binding response (% of control), % at 10 µM; 290,000 tested, 1.1% active; in the data active means binding response below about 67% or above about 130%
GalR3 antag – antagonists of human GalR3 | 360,000 tested, 0.44% active | HEK293 GalR3-CNG cAMP membrane potential fluorescence; galR3 body fused to GalR1 C-terminus | O60755 | inhibition, % at 3 µM;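 active means inhibition above the screen-wide average plus 3 SD, cut at about 13% in these data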;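 further: forskolin and galanin both at EC90 stimulate the cells; cAMP rise reported by CNG channel membrane potential dye signal; 0% = forskolin plus galanin with DMSO and 100% = forskolin alone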
Target sequence (O60755 1-299 limits assumed): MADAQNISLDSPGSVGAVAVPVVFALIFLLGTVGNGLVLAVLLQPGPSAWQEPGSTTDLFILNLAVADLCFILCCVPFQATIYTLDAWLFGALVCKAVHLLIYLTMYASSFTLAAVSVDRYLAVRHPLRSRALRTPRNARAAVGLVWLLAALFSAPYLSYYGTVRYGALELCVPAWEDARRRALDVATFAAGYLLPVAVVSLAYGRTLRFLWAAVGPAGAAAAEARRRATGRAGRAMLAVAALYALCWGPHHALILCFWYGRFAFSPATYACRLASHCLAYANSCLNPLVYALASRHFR
OXTR ag – agonists of human oxytocin receptor; P30559; CHO-OTR cells, Fluo-8 calcium fluorescence; normalized: DMSO 0%, oxytocin 100%; activation, % at 3 µM; 320,000 tested, 0.32% active;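 active means activation above the mean of all tested compounds plus 3 SD, cutoff set per screening run, cut at about 20% in these data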;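 further: peak over basal fluorescence ratio from a 100 s FLIPR kinetic read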
V1R ag counter – V1a receptor agonism, counter-screen for OXTR agonists. P37288. CHO-V1R cells, Fluo-8 calcium fluorescence, agonist mode; 0% DMSO, 100% 3 nM vasopressin. activation, % at 3 µM. 320,000 tested, 0.25% active;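 active means activation above the mean activation of all tested compounds plus 3 SD, per screening run, cut at about 20% in these data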;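 further: signal is peak over basal fluorescence ratio across a 100 second FLIPR read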
Target sequence (P37288 whole entry, looked up): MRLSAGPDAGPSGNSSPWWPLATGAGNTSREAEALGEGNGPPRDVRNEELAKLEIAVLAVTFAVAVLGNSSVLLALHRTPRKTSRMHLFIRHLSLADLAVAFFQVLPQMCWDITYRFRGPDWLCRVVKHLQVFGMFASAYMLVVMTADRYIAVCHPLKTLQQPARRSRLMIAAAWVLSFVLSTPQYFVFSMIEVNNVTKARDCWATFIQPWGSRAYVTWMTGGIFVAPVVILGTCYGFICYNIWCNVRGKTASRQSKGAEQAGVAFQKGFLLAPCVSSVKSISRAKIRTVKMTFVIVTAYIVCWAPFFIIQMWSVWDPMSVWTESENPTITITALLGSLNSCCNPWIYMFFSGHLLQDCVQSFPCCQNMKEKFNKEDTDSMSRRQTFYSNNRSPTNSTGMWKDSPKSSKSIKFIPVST
OXTR potentiator – potentiators of human oxytocin receptor; CHO-OTR cells, Fluo-8 calcium fluorescence, potentiator mode; 0% = oxytocin EC15, 100% = EC100; activation, % at 3 µM; 320,000 tested, 0.061% active; AID 2445;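 active means activation above that plate's cutoff, the mean activation of tested compounds plus 3 SD, cut at about 6.6% in these data, passing the limit was not always enough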;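 further: 100% uses oxytocin at 75 nM as the full agonist control; some results filed as inactive read as strong as hits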
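Assay system: CHO cell line stably expressing human OTR | Also added: Oxytocin at about EC15, sub-maximal agonist stimulus | Times: Compound 6 min at room temperature before oxytocin, 100 s read | Measured by: Fluo-8 intracellular calcium fluorescence, ex 470-495, em 515-575 nm | Controls: EC15 oxytocin alone as 0%, 75 nM oxytocin as 100%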
GPR7 antagonist – blocks human GPR7 receptor signaling; P48145; AID 1861; inhibition, % at 4.4 µM; GPR7-expressing cells, fluorescence antagonist assay; 290,000 tested, 1.1% active; in the data active means inhibition above about 16%, passing the limit was not always enough;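 further: cells stimulated with the agonist NPW; 0% = agonist with vehicle and 100% = vehicle without agonist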
Target sequence (P48145 whole entry, looked up): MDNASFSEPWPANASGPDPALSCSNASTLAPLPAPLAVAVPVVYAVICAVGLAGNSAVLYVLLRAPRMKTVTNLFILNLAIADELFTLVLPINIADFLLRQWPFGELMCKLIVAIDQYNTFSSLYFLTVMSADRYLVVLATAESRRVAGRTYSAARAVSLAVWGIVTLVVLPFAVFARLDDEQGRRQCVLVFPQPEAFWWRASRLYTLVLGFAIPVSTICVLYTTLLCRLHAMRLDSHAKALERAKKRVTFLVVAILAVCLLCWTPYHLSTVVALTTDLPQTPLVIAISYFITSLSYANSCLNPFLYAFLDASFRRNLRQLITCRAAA
Numbers without * were called inactive; . = no result given.

SMILES	M18AAP inhibitor	NALP1 yeast inh	MEKK2mut PB1 HTS	MEKK2 WT-MEK5	GalR3 antag	OXTR ag	V1R ag counter	OXTR potentiator	GPR7 antagonist
COC(C(=O)Nc1ccnn1C1CCN(C(=O)c2ccc(C)cc2)CC1)c1ccccc1 (configuration not stated)	0	0	4	99	-8	-0.1	0.2	7	-3
CC12CN3CC(C)(CN(C1)C3c1ccccc1)C2O (configuration not stated)	-17	-9	-13	83	-4	0.5	0.5	5	-20
COC(=O)c1ccc(NC(=O)c2cn(-c3cccc(C)n3)cn2)cc1	4	13	5	103	-1	.	.	.	0
COc1ccc(S(=O)(=O)Nc2cc(Cl)ccc2OC)cc1	-2	-13	6	101	-10	1.2	1.9	-6	16
COc1ccc2nc(/N=C(\N)NC(=O)N3c4ccccc4Sc4ccccc43)nc(C)c2c1	-5	40	-2	101	-10	0.7	-0.3	-1	-5
CCOC(=O)c1c(CN2CCOCC2)oc2ccc(OC(C)=O)cc12	-11	2	3	110	-8	-0.8	1.1	-12	-14
Cc1ccc(C(=O)OCc2cc3ccccc3[nH]c2=O)cc1	-12	7	0	101	-4	-0.3	1.9	-14	1
Cc1cc(C)c(C(=O)c2ccc(C(=O)N3CCCCC3)cc2)c(C)c1	2	8	-1	103	-3	13	4.1	-8	-6
CN1CCN(c2oc(-c3cccs3)nc2S(=O)(=O)c2ccccc2)CC1	-9	16	7	101	-12	0.3	0.1	-10	-2
CCCCn1c(NCCO)nc2ccccc21	-2	-14	8	103	4	0.8	1.3	-6	-11
CCCCn1c(SCC(=O)Nc2nnc(CC)s2)nc2c1c(=O)n(C)c(=O)n2C	11	3	-1	92	-3	1.5	0.8	4	1
O=C(COc1ccc2c(c1)OCO2)Nc1nncs1	13	10	-8	90	-7	0.0	1.4	-2	4
Cc1nn(S(=O)(=O)c2cccs2)c(C)c1Sc1ccccc1	8	23	4	104	.	.	.	.	-6
CCCC[n+]1ccn(-c2nc3ccccc3nc2[N-]S(=O)(=O)c2ccc(C)cc2)c1	-12	7	4	102	-1	0.1	-1.3	-1	3
Cc1ccc2c(c1)nnn2C1CCN(CC(=O)Nc2ccccc2N2CCOCC2)CC1	-12	10	1	100	.	-2.0	-1.4	9	-7
O=c1nc2ccccc2c2n1CC(CN1CCN(C(c3ccccc3)c3ccccc3)CC1)N2 (configuration not stated)	-1	10	13	118	-3	-0.4	-0.8	-5	-4
CC(Oc1ccc(F)cc1)C(=O)Nc1ccccc1C(=O)N1CCCCC1 (configuration not stated)	.	.	.	.	-5	-0.8	-0.5	2	.
CCOC(=O)CSC1=C(C#N)C(c2ccccc2OC)CC(=O)N1 (configuration not stated)	8	0	3	105	1	-0.4	-0.5	-4	-11
Cc1ccc(NC(=O)c2ccc(NS(=O)(=O)/C=C/c3ccccc3)cc2)nc1	8	5	4	100	-3	-0.9	1.3	1	-28
CCOc1cccnc1Sc1ccccc1	.	.	.	.	6	-2.0	-1.1	0	.
CCOC(=O)c1sc(=NC(=O)/C=C/c2cccs2)n(C)c1C	1	-5	-1	104	-5	-0.6	-0.5	-14	-7
CCOCCCN1CC(C(=O)NCCc2ccc(C)cc2)CC1=O (configuration not stated)	-8	3	6	102	0	-1.4	-0.9	-23	-16
O=C(Cn1cc[n+](CC(=O)c2ccc(Cl)cc2Cl)c1)c1ccc(Cl)cc1Cl	-2	8	39	174*	0	-1.4	-1.2	-1	-9
C=C(C)CC1N(c2cccc(OC)c2)C(=O)[C@@H]2C(C(=O)O)[C@H]3C=C[C@@]12O3 (some centres not stated)	-1	3	2	103	-3	0.1	0.0	-1	-4
CN(C)/C=C1\Cc2ccccc2C1=O	3	.	9	109	-4	1.0	-0.3	3	-17
COc1cccc(C(=O)OCC(=O)NCCC2=CCCCC2)c1	.	.	.	.	-6	-1.9	-0.1	-6	.
COc1ccc(OC)c(NC(=O)c2cc(S(=O)(=O)N(C)C)ccc2N2CCCC2)c1	.	.	.	.	-3	-2.3	-1.1	1	.
C=CCc1ccc(OCC(O)CN2CCCCC2)c(OC)c1 (configuration not stated)	-2	-4	5	115	-5	-0.7	-0.3	-5	-7
O=C(COC(=O)c1cccc(O)c1)Nc1ccc(OC(F)F)cc1	-7	24	-4	102	9	1.3	1.0	0	-2
CN(C)N1C(=O)/C(=C/c2ccco2)SC1=Nc1ccccc1	.	.	.	.	-3	-0.1	-0.7	0	.
COc1ccc(NC(=O)c2cccnc2SC)cc1S(=O)(=O)N1CCCCC1	-2	22	2	107	-2	0.9	1.2	-9	-4
C[N+](C)(C)CCCNC(=O)c1ccc(/C=N/O)nc1	4	17	7	106	5	0.4	0.2	-1	-16
CCOC(=O)c1cc(-c2ccccc2C)nn1Cc1cc(CC)no1	.	.	.	.	-1	-2.1	-1.3	-7	.
Cn1nc(-c2ccc(Cl)cc2)cc1NC(=O)CSCC(=O)O	-8	13	5	106	-1	1.1	-0.1	1	-21
CC(C)(C)c1ccc(OCC(O)CN2CCOCC2)cc1 (configuration not stated)	.	.	.	.	-4	1.9	0.8	-6	.
CCC(OC(=O)CN1C(=O)C(=O)c2ccccc21)C(=O)Nc1ccccc1OC (configuration not stated)	5	12	1	101	-10	.	.	.	12
NNC(=O)c1ccc(O)cc1O	26	15	-2	97	1	-0.3	-0.4	-5	-1
Cc1ccc(OCC(=O)N2CCN(S(=O)(=O)c3ccc4c(c3)OCCO4)CC2)c(C)c1	.	.	.	.	-5	0.1	1.0	-7	.
COc1cccc(NS(=O)(=O)Cc2ccccc2)c1	5	-11	-1	100	-4	-0.8	0.8	-6	-20
CC(C)(CO)Nc1nc(Nc2ccccc2)nc(Nc2ccccc2)n1	8	-2	6	115	-8	-2.6	-1.5	-8	-6
OCCN(Cc1ccccc1)Cc1ccccc1F	0	18	0	96	-6	-1.6	-1.1	0	-8
Cc1ccccc1C(=O)O/N=C(\N)Cc1cccs1	-15	15	4	105	-2	-1.2	-0.4	-4	3
CCOc1ccc(NC(=O)COc2ccc(-n3cnnn3)cc2)cc1	.	.	.	.	-2	-0.3	0.1	-2	.
Cc1cccc2cc(C#N)c(SCC(=O)NCC3CCCO3)nc12 (configuration not stated)	-6	-9	2	109	-4	0.2	0.7	-11	-12
CCN(CC)c1ccc(NC(=S)NC(=O)C2CCC2)cc1	15	-9	6	103	-2	-1.3	0.2	-4	-7

Already shown: 3 of the compounds above.
SMILES	M18AAP inhibitor	NALP1 yeast inh	MEKK2mut PB1 HTS	MEKK2 WT-MEK5	GalR3 antag	OXTR ag	V1R ag counter	OXTR potentiator	GPR7 antagonist
CCOc1ccc(NC(=O)COc2ccc(-n3cnnn3)cc2)cc1	.	.	.	.	-2	-0.3	0.1	-2	.
Cc1cccc2cc(C#N)c(SCC(=O)NCC3CCCO3)nc12 (configuration not stated)	-6	-9	2	109	-4	0.2	0.7	-11	-12
CCN(CC)c1ccc(NC(=S)NC(=O)C2CCC2)cc1	15	-9	6	103	-2	-1.3	0.2	-4	-7

More results.
SMILES	M18AAP inhibitor	NALP1 yeast inh	MEKK2mut PB1 HTS	MEKK2 WT-MEK5	GalR3 antag	OXTR ag	V1R ag counter	OXTR potentiator	GPR7 antagonist
CN1CCN(C(=O)c2cnn(-c3ccccc3)c2NC(=O)c2ccccc2)CC1	-3	1	-7	91	-5	-0.2	-1.1	-17	-2
C=CCN1C(=O)/C(=C/c2cccs2)S/C1=N\S(=O)(=O)c1ccc(F)cc1	1	37	0	96	0	-0.3	1.1	-4	0
CCCNC(=O)c1ccc2nc(-c3ccccc3)c(-c3ccccc3)nc2c1	-18	35	8	104	-1	-1.8	-0.9	-10	16
CN1CCN(S(=O)(=O)c2cccc(C(=O)N(Cc3ccccc3)c3ccccc3)c2)CC1	2	19	-6	92	0	0.3	2.6	-16	-6
CCN(CC)CC(=O)N1c2ccccc2Sc2ccccc21	-1	8	3	103	-6	0.8	0.3	-7	13
CN(CC(=O)Nc1cccc(F)c1)C(=O)CN1c2cccc3cccc(c23)S1(=O)=O	.	.	.	.	-5	2.9	1.2	-8	.
O=C(CC1(O)C(=O)N(Cc2ccccc2Cl)c2ccccc21)c1ccco1 (configuration not stated)	1	-15	-4	96	0	1.4	0.6	-17	-12
CN(C)c1ccc(C(c2ccc(N(C)C)cc2)c2ccc([N+](=O)[O-])cc2)cc1	6	12	2	103	0	-0.6	-0.7	-7	-25
CCCCSCCCNC(=O)C1CCC(CNS(=O)(=O)c2ccccc2)CC1 (configuration not stated)	-2	10	9	110	-8	4.7	7.2	-19	-15
COc1ccc(N2CCN(C3CCCN(S(=O)(=O)c4ccccc4)C3)CC2)cc1 (configuration not stated)	-8	14	-2	88	-1	0.8	4.5	-9	-11
O=C1C=C(NCc2ccco2)CCC1	24	4	4	101	-1	0.2	0.1	-1	10
NC(=O)C1c2ccccc2Oc2ccccc21	-6	12	11	101	-11	0.0	0.3	-9	12
Cc1ccc(C)c2c1cc(C)c1nnc(SCC(=O)N3CCCc4ccccc43)n12	3	29	22	124	-2	-0.5	0.1	-1	-8
Cc1cc(C(=O)N2CCN(C(c3ccccc3)c3ccccc3)CC2)on1	.	-6	-5	98	6	-1.5	-1.3	-9	.
FC(F)(F)c1cnc(COc2cc(Cl)cc(Cl)c2)c(Cl)c1	1	4	-10	93	-3	-0.3	0.0	-2	0
COc1ccc(C(=O)N/N=C/c2ccc(OC)c(CN3CCN(c4ccc(F)cc4)CC3)c2)cc1	-1	8	-2	105	-5	-0.9	0.3	-6	3
O=[N+]([O-])c1ccc(CSc2ncnc3ccccc23)cc1	0	-4	2	102	6	-0.1	0.0	-2	2
CCCCN(CC)S(=O)(=O)c1ccc(C(=O)Nc2nnc(-c3cccs3)o2)cc1	-9	-6	7	116	.	0.3	26*	-18	9
Cc1ccc(-c2[nH]ncc2C(=O)c2ccccc2C)c(O)c1	8	-3	4	98	-3	1.3	2.1	-7	5
Cc1ccc2nc(NC(=O)CN(C)S(=O)(=O)c3cccc4nsnc34)sc2c1	14	21	3	111	-3	-0.8	-1.5	-12	-3
COc1ccc(C)cc1S(=O)(=O)N(CC(=O)O)c1ccccc1	13	15	6	104	5	1.8	0.2	-10	-9
O=c1c2ccccc2nc(SCc2cn3ccsc3n2)n1-c1ccccc1	-2	7	2	100	-2	-1.0	0.4	-4	-11
O=C(NCC(c1cccs1)N1CCOCC1)C1CCN(S(=O)(=O)c2ccccc2C(F)(F)F)CC1 (configuration not stated)	2	6	5	108	-2	0.9	0.8	-9	3
C=CCCc1ccc(C#N)c(SCc2c(C(=O)OCC)c3cc(OC(C)=O)c(Br)cc3n2C)n1	-7	21	17	81	.	-1.3	-1.0	1	-3
CC(C)Oc1ccc(CN2CCCC(CO)(Cc3ccccc3)C2)cc1CO (configuration not stated)	-3	12	6	115	-11	2.3	5.9	-8	-4
O=C1c2ccccc2C(=O)c2c(NCCCN(CCO)CCO)cccc21	5	16	11	116	-9	.	.	.	-2
CCOC(=O)N1CCC(N2C(=O)c3ccc(C(=O)NCCC(C)C)cc3C2=O)CC1	11	22	-5	97	-8	-1.4	1.3	-12	11
C=CCNC(=O)/C=C/c1ccc(C(C)C)cc1	3	29	-2	95	0	-2.2	-1.5	-4	5
COC(=O)[C@H](Cc1ccccc1)NC(=O)[C@@H](N)CC(=O)OCc1ccccc1	.	.	.	.	-5	1.1	0.8	2	.
CCN(CC)S(=O)(=O)c1ccc(N2CCCCC2)c(NC(=O)C2CCN(C(=O)c3ccc(F)cc3)CC2)c1	.	.	.	.	1	-1.5	-0.8	1	.
